Screening results (PubChem BioAssay)
FH mod: Identification of activators of human fumarate hydratase by quantitative high-throughput screening; FH coupled MDH/diaphorase resazurin fluorescence, 15 min; Potency, µM (top dose mostly 79.9 µM), for inactives: at the top dose activity change, negative = inhibition, actives largely listed as inhibitors; actives 0.22% (n = 54,000); also: potency is read from the fitted curve at half-maximal effect; % is scaled to controls: 0 for no effect and ±100 for the full control effect; the screen sought activators but most active calls are inhibition curves; nearly all actives have a fitted effect of over 45% in size
Target sequence (P07954 whole entry, looked up): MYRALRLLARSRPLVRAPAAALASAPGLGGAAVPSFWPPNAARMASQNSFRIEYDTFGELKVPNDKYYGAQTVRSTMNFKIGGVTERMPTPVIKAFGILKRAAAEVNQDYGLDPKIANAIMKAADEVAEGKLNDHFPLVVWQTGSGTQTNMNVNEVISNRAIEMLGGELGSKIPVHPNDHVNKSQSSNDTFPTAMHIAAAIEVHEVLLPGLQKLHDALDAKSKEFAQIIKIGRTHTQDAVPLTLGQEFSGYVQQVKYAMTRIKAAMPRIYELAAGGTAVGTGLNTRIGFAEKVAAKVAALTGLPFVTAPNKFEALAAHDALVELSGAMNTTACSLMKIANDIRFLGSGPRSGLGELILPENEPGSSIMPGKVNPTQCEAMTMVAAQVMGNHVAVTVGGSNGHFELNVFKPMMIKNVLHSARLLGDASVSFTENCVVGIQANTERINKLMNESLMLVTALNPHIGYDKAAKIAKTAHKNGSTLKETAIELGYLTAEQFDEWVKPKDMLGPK
p53null 32C kill: qHTS Screen for Compounds that Selectively Target Cancer Cells with p53 Mutations: Cytotoxicity of p53 Null Cells at the Permissive Temperature | H1299-neo p53 null cells, ATP luminescence, 24 h, 32C | Potency, µM (highest dose often 46.1 µM), without a hit: at the top dose activity change, negative = cytotoxicity, actives largely listed as cytotoxic | actives 0.62% (n = 55,000) | AID 903, 2007;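 also: potency is read from the fitted curve at half-maximal effect; 0% = DMSO only and -100% = full killing by 100 µM tamoxifen; nearly all actives have a fitted effect of over 55% in size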
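H1299-neo (p53 null) cells, 600/well, treated 24 h at 32C with compound up to 46 uM; ATPlite luminescence viability, normalized to DMSO and 100 uM tamoxifen; AC50 by Hill fit.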
NTMT1 inh: Primary qHTS for Inhibitors of N-terminal methyltransferase 1 (NTMT1): MTaseGlo Assay. N-terminal Xaa-Pro-Lys N-methyltransferase 1 (Homo sapiens), Q9BV86. NTMT1 MTase-Glo SAH luminescence, purified enzyme. Potency, µM (top dose mostly 114 µM), inactives show at the highest dose activity change, negative = inhibition, hits mostly inhibitors. actives 2.5% (n = 59,000). AID 1645870, 2021;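 also: potency is read from the fitted curve at half-maximal effect; plate controls were DMSO vehicle for no effect and no enzyme for full effect; nearly all actives have a fitted effect of over 65% in size; many of its hits are not listed in these tables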
B2AR arrestin ag: qHTS assay of beta-arrestin-biased ligands of beta2-adrenergic receptor: NCGC Sytravon Library Screen; Beta-2 adrenergic receptor (Homo sapiens), P07550; HTLA Tango cells, beta-arrestin recruitment, luciferase luminescence, 18 h; Potency, µM (doses to about 46.1 µM), for the others: at the top dose activation, hits mostly activators; 44,000 tested, under 10 active;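 also: potency is read from the fitted curve at half-maximal effect; 0% = DMSO and full agonism = EC100 isoproterenol or metaproterenol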
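Luminescence read-out: arrestin recruitment to recombinant beta2-AR releases tTA, inducing luciferase. Cells exposed 18 hr at 37 degrees C to up to 46 microM compound; %Activity from corrected signal, concentration-response curves classified by r2, magnitude and efficacy.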
GALK inhibitor: qHTS Assay for Inhibitors of Human Galactokinase (GALK): NCGC Sytravon Library Screen; recombinant GALK, Kinase-Glo ATP luminescence, 1 h; P51570; 44,000 tested, under 10 active; AID 1347072, 2019; Potency, µM (top dose mostly 57.5 µM), for inactives: at the highest dose activity, negative = inhibition, usual class: inhibitors;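 also: plate controls were full GALK reaction for no effect and reaction lacking GALK for full effect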
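5 nM GALK with 35 µM ATP and 100 µM galactose in HEPES pH 8.0, MgCl2, NaCl, DTT, BSA; 1 h RT reaction, remaining ATP detected by Kinase-Glo Plus luminescence after 10 min; qHTS concentration series.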
TSG101-PTAP inh: qHTS Validation Assay for Inhibitors of HIV-1 Budding by Blocking the Interaction of PTAP/TSG101: Sytravon Library Screen. Fluorescence polarization, FITC-PTAP peptide/Tsg101, 20 min. Potency, µM (titrated, usually from 115 µM), inactives show top-dose activity change, negative = inhibition, hits mostly inhibitors. 44,000 tested, under 10 active. AID 1347069, 2019; also: potency is read from the fitted curve at half-maximal effect; 0% is about no effect
Target sequence (Q99816 whole entry, looked up): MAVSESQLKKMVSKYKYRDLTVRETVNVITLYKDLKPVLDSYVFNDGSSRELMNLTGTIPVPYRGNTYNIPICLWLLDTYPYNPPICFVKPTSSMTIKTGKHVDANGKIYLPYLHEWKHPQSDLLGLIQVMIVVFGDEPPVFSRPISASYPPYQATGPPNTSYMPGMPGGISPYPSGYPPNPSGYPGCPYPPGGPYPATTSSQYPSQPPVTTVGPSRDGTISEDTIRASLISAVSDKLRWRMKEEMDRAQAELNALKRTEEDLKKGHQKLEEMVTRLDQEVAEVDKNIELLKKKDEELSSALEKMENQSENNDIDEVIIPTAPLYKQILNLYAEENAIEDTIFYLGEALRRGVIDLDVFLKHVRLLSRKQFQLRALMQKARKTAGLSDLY
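Compounds pinned into 10 uM Tsg101 binding domain, then 50 nM FITC-PTAP peptide added in pH 7.5 HEPES buffer; FP read after 20 min, room temperature. Total S+P intensity flags fluorescent compounds; active cut-off <25 µM, efficacy <60%.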
p53null 39C kill: qHTS Screen for Compounds that Selectively Target Cancer Cells with p53 Mutations: Cytotoxicity of p53 Null Cells at the Nonpermissive Temperature | H1299 p53-null (neo) cells, 39C, ATPlite viability, 24 h | Potency, µM (highest dose often 46.1 µM), for inactives: top-dose activity, negative = cell killing, most hits filed as cytotoxic | actives 0.97% (n = 55,000);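 also: potency is read from the fitted curve at half-maximal effect; 0% = DMSO only and -100% = full killing by 100 µM tamoxifen; nearly all actives have a fitted effect of over 50% in size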
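Luminescent ATP signal reported cell survival after H1299 lines (neo, p53 null; or p53 A138V) received up to 46 uM compound and 24 hr incubation at 39C.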
* hit, by the source's call; u = inconclusive; x = not tested or not shown; [ ] = remark or other dose. Calls follow the shape of the dose curve; as a rule, active = well fitted curve in the direction sought with a large enough effect; inconclusive = small, poorly fitted or top-dose-only effect, or another doubt; inactive = no such curve, though single readings can be large; an effect the other way counts as inactive or inconclusive.

molecule | FH mod | p53null 32C kill | NTMT1 inh | B2AR arrestin ag | GALK inhibitor | TSG101-PTAP inh | p53null 39C kill
Cc1cc(C)c2c(=O)cc(CSc3n[nH]c(C)n3)[nH]c2c1 | -5% | 0% | 6% | 0% | -8% | 0% | 5%
Cc1ccc(CNC(=O)c2c(C)oc3ncnc(N4CCOCC4)c23)cc1 | 7% | 6% | -29% | -1% | 2% | 2% | -9%
CC(=O)c1ccc(NC(=O)C2CCC(CNS(=O)(=O)c3cccc4nsnc34)CC2)cc1 (centres undefined) | -20% | 3% | -15% | -2% | 8% | 3% | -3%
Cc1nnc(N2CCCC(C(=O)NCCc3ccc(Cl)cc3)C2)c2nn(-c3ccccc3)c(C)c12 (centres undefined) | u | -4% | u | 1% | 2% | -4% | -16%
O=C(C1CCC1)N1CCCc2cc(S(=O)(=O)Nc3ccc(F)cc3)ccc21 | -8% | 3% | 6% | 1% | 0% | -6% | 0%
CCc1ccc(NC(=O)CSc2nc3c(c(=O)[nH]2)CN(Cc2ccc(C)cc2)CC3)cc1 | -44% | 3% | -2% | -3% | 4% | 0% | 14%
Cc1cccc(NC(=O)CCS(=O)(=O)c2ccc3c(c2)n(C)c(=O)c(=O)n3C)c1C | -4% | 1% | -5% | -4% | 3% | 2% | -8%
COc1ccc(S(=O)(=O)c2c(SC)nn(CC(=O)Nc3ccc(C)c(Cl)c3)c2N)cc1 | u | 8% | 11% | 1% | 1% | 12% | 59%[activator]
COc1ccccc1NC(=O)C1=C(C)Nc2c(C(=O)Nc3cccc(C)c3)cnn2C1c1ccccc1C (centres undefined) | u | 12% | 16% | 2% | -2% | -2% | -9%
COc1ccc(NC(=O)C(=O)Nc2ccc3nc4n(c(=O)c3c2)CCCCC4)c(OC)c1 | 3% | 6% | 9% | -3% | 2% | -1% | -12%
COc1cc(OC)cc(C(=O)Nc2cc(-c3nc4cc(Cl)ccc4o3)ccc2Cl)c1 | 3% | -7% | 15% | 0% | 2% | -2% | -1%
Cc1nc2cccnc2n1-c1cccc(C(=O)N2CCN(c3cccc(Cl)c3)CC2)c1 | -7% | 12% | -1% | 0% | 0% | -4% | -11%
COc1cc(C(=O)N2CCc3c([nH]c4ccccc34)C2c2ccc(F)cc2)cc(OC)c1OC (centres undefined) | u | 26% | 4% | 0% | 0% | 6% | 23%
COc1ccccc1/C=C/c1nc(C#N)c(N(C)C)o1 | -7% | -15% | 11% | 0% | 3% | 0% | -15%
Cc1ccc(-n2ncc(C(=O)NCCN3CCN(C)CC3)c2C2CCN(C(=O)OC(C)(C)C)CC2)cc1C | -7% | -1% | 10% | 2% | 3% | -6% | -14%
COc1ccc(CNC(=O)c2nc(SC(C)C)ncc2Cl)cc1 | -19% | 2% | -1% | -1% | 8% | -3% | -6%
CCOc1ccc(NC(=O)CCNS(=O)(=O)c2cccc3nsnc23)cc1 | 3% | 15% | 0% | -2% | 3% | -8% | -12%
Cc1ccc(-c2cc(C(F)(F)F)c(C#N)c(SCC(=O)O)n2)cc1 | -2% | -15% | u | 0% | 0% | -5% | -28%
COc1ccc(-c2cnn3c(C)cc(C)nc23)cc1OC | -28% | -3% | u | 1% | -2% | 1% | -5%
COc1ccc(-c2noc(CSc3nnc(-c4ccccc4)n3-c3ccc(F)cc3)n2)c(OC)c1 | u | 31%[activator] | 2% | 2% | 3% | 3% | 31%[activator]

3 entries drawn at random from the list so far, as already listed:
molecule | FH mod | p53null 32C kill | NTMT1 inh | B2AR arrestin ag | GALK inhibitor | TSG101-PTAP inh | p53null 39C kill
COc1ccc(-c2cnn3c(C)cc(C)nc23)cc1OC | -28% | -3% | u | 1% | -2% | 1% | -5%
COc1cc(OC)cc(C(=O)Nc2cc(-c3nc4cc(Cl)ccc4o3)ccc2Cl)c1 | 3% | -7% | 15% | 0% | 2% | -2% | -1%
Cc1ccc(-n2ncc(C(=O)NCCN3CCN(C)CC3)c2C2CCN(C(=O)OC(C)(C)C)CC2)cc1C | -7% | -1% | 10% | 2% | 3% | -6% | -14%

The results go on:
molecule | FH mod | p53null 32C kill | NTMT1 inh | B2AR arrestin ag | GALK inhibitor | TSG101-PTAP inh | p53null 39C kill
COc1ccc(CNC(=O)Cc2c(C)c3cc4c(C)coc4c(C)c3oc2=O)cc1OC | -4% | -1% | -8% | -1% | 3% | 2% | 3%
Cc1cccc(NC(=O)Cn2c(=O)n(CCCCCC(=O)NCc3ccccc3)c(=O)c3sccc32)c1 | -7% | 4% | 0% | 1% | 3% | 0% | -16%
Cc1noc2ncnc(N3CCCC(C(=O)Nc4cccc(C(F)(F)F)c4)C3)c12 (centres undefined) | -6% | -4% | 17% | -1% | -2% | -4% | -11%
O=C(Nc1ccc(F)cc1F)c1cnn(-c2ccc(F)cc2)c1-n1cccc1 | 1% | -10% | -24% | -1% | -2% | 0% | 11%
COc1cccc2cc(C(=O)Nc3ccc(CC(=O)O)cc3)c(=O)oc12 | -7% | u | u | 0% | -15% | -2% | u
Cc1c(C(=O)NCc2cccc(Cl)c2)sc2nc[nH]c(=O)c12 | 1% | 14% | 2% | -1% | -1% | 1% | 5%
CN1C(C(=O)Nc2ccc(OC(F)(F)F)cc2)=CC(c2cccs2)=NS1(=O)=O | u | -2% | -2% | -1% | 1% | 1% | -7%
CCN(CC)c1ccc(NC(=O)Cn2ncc3c(C)n(Cc4ccccc4F)c(C)c3c2=O)c(C)c1 | -10% | 5% | u | -4% | -3% | 2% | -7%
Cn1c(=O)[nH]c(=O)c2c1nc1n(CCO)c(-c3ccccc3)cn21 | -5% | -4% | 7% | 0% | -2% | 3% | 14%
CCCn1c(CCC(=O)Nc2cccc(CC)c2)nc2cccnc21 | -9% | -10% | -2% | 8% | -3% | 1% | -7%
COc1ccc(-c2csc(-c3nc(-c4ccc(Br)s4)cs3)n2)cc1F | 4% | -3% | -1% | 0% | 0% | -8% | 13%
Cc1ccc2c(c1)N(C(=O)N1CCC(C(=O)Nc3cccc(F)c3)CC1)CCO2 | 2% | -3% | 0% | 0% | 3% | 1% | -24%
CCCCc1ccc(NC(=O)CSc2nc(=O)[nH]c3c2CCCC3)cc1 | -30% | 58%[activator] | 1% | 0% | -9% | -8% | -3%
COc1ccc(OC)c(-n2cnc3cc(C(=O)NC4CCCCCC4)ccc32)c1 | -2% | 7% | -6% | -1% | 1% | -4% | 5%
Cc1ccc2nc(CN3CCN(C(=O)Nc4cccc(C)c4C)CC3)oc2c1 | 3% | -8% | 4% | 1% | 1% | 0% | 1%
Cc1nc2nc(CNC(=O)OC(C)(C)C)nn2c(C)c1CCC(=O)NCc1ccc(F)cc1 | 0% | 0% | 1% | -3% | -3% | -9% | -30%
Cc1cccc(-n2c(C)cc(C(=O)C(=O)Nc3nncs3)c2C)c1 | -1% | -7% | -5% | -3% | 0% | 2% | 18%
Cc1cc(C)c2c(CC(=O)Nc3c(C(=O)Nc4ccc(Cl)cc4)oc4ccccc34)coc2c1 | -8% | -7% | 2% | 1% | -11% | 5% | -9%
Cc1cc(C)cc(OCCn2c(CCNC(=O)C3CCCCC3)nc3ccccc32)c1 | 2% | 7% | 16% | -4% | -2% | -4% | -20%
COc1cc(OC)cc(-n2c(=O)c3ccccc3n(CC(=O)NCCc3ccc(OC)c(OC)c3)c2=O)c1 | -6% | -2% | -8% | -1% | -4% | 0% | 5%
COc1ccc(CCn2cc3c(c2-c2ccccc2Br)c(=O)n(C)c(=O)n3C)cc1OC | -1% | 0% | -2% | -1% | -12% | -1% | -23%
CCN1CCN(Cc2c(O)ccc3c(C)c(-c4ccccc4)c(=O)oc23)CC1 | 0% | 9% | -27% | 0% | 0% | -1% | -24%
COc1cc(NC(=O)CCc2c(C)nc3cc(-c4ccccc4)nn3c2C)cc(OC)c1OC | -24% | -1% | -11% | 0% | 10% | -14% | -19%
Cc1ccc(CNS(=O)(=O)c2cc3[nH]c(=O)c(=O)[nH]c3cc2C)cc1 | -19% | -3% | -21% | 2% | 3% | -5% | -9%
COC(=O)CN1C(=O)CSc2ccc(S(=O)(=O)Nc3ccc(C)c(Cl)c3)cc21 | x | 2% | x | -1% | 3% | -6% | -4%
COc1ccc(N2CC(NC(=O)c3ccc(OC(C)C)cc3)CC2=O)cc1 (centres undefined) | 13% | -4% | 25% | -4% | -7% | 2% | 0%
CCC(C)NC(=O)Cn1c(=O)n(-c2ccc(Cl)cc2)c(=O)c2c3c(sc21)CCCC3 (centres undefined) | -33% | -3% | 1% | 0% | 5% | 1% | 14%
COc1ccc(C(=O)/C=C/c2cn(CC(O)CN(CC(C)C)CC(C)C)c3ccccc23)cc1 (centres undefined) | -18% | -7% | 14% | -4% | 1% | 1% | -1%
CCN(CC)S(=O)(=O)c1ccc(C(=O)NC2CC(=O)N(c3ccc4c(c3)OCCO4)C2)cc1 (centres undefined) | -7% | -5% | 1% | -4% | -8% | 0% | 16%
Cc1nn(C(=O)c2ccc(Cl)cc2)c(C)c1S(=O)(=O)N1CCCCCC1 | -2% | 0% | -13% | 0% | -3% | -5% | -3%
COCCNc1oc(/C=C/c2ccc(F)cc2)nc1C#N | -20% | 1% | -6% | -1% | 6% | -1% | u
CCC(Oc1ccccc1-c1nnc(-c2ccccc2)o1)C(=O)Nc1ccc(C(C)=O)cc1 (centres undefined) | 0% | -3% | 2% | 0% | 1% | 10% | 0%
COc1ccc(Cn2c(=O)c3oc4ccccc4c3n(CC(=O)Nc3c(C)cccc3C)c2=O)cc1 | 9% | 0% | -18% | 1% | 4% | -3% | 14%
CCOc1cccc(CNC(=O)c2ccc(N3CCCC3)c(NC(=O)NCc3ccc(F)cc3)c2)c1 | -1% | -5% | 7% | 0% | 0% | -1% | 5%
O=C1c2[nH]nc(-c3ccc(Br)cc3)c2C(c2cccc(O)c2)N1c1ccc(Cl)cc1 (centres undefined) | u | u | 8% | 0% | 8% | 1% | u
COc1ccc(CNC(=O)c2cnc3sc(N4CCCCCC4)nn3c2=O)cc1 | 2% | 0% | 1% | -1% | 1% | 2% | -6%

An excerpt; the hit share may differ from the screen's.
